Bioassay records as filed in PubChem BioAssay.
TR SRC2 fluor cs = counter-screen for TRb-SRC2 inhibitors: fluorescence interference. TRb/SRC2 Texas Red total fluorescence interference. Potency, µM (titrated, usually from 106 µM), inactives show at the highest dose fluorescence change, negative = quenching. actives 0.29% (n = 280,000); active means well fitted curve in either direction with a large enough effect; inconclusive means small, poorly fitted or top-dose-only effect
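Human TRβ ligand-binding domain (0.6 uM) and Texas Red SRC2 peptide (20 nM) in Tris buffer with 1 uM T3 and 5% DMSO were incubated with pinned compound for 5 hr at ambient temperature. Total fluorescence was computed as S + 2P (555/632 nm).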
Tau FP inhib = blocks human tau fibril formation measured by polarization. K18 P301L tau heparin fibrillization, Alexa594 FP, 6 h. Potency, µM (highest dose often 57.7 µM), for inactives: top-dose activity, negative = inhibition, most hits filed as inhibitors. actives 0.39% (n = 280,000). AID 1468; further: nearly all actives have a fitted effect of over 55% in size
Target sequence (P10636 561-689 P618L limits assumed): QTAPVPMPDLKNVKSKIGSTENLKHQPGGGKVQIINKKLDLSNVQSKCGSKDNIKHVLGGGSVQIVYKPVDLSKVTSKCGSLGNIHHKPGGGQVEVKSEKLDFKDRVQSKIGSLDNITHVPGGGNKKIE
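Quantitative HTS format: compounds meet 15 uM recombinant K18 P301L tau and Alexa 594-tau tracer in 100 mM sodium acetate pH 7; 20 uM heparin triggers fibrillization at 37 C over 6 hr; FP gives the signal.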
RECQ1 helicase = blocks DNA unwinding by human RECQ1; AID 2549; P46063; actives 0.54% (n = 240,000); RECQ1 DNA unwinding, red fluorescence kinetic read; Potency, µM (top dose mostly 57.3 µM), for the others: top-dose activity, negative = inhibition, usual class: inhibitors;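 further: plate controls were vehicle for no effect and no enzyme for full effect; nearly all actives have a fitted effect of over 30% in size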
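RECQ1T1 50 nM; forked duplex (20 bp + 30-nt ss tails) 200 nM, ATP 2 mM final; pH 8.0, 2 mM MgCl2, 2.5 ug/ml poly(dI-dC); 15 min compound preincubation; discontinuous kinetic read over 2 h at RT.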
GoLoco inh red = RGS12 GoLoco-Gai1 interaction inhibition; P63096; Potency, µM (top dose mostly 61.6 µM), for the others: at the top dose activity, negative = inhibition, actives largely listed as inhibitors; AID 880; actives 0.44% (n = 230,000); Gai1:RGS12 GoLoco peptide FP, rhodamine, 10 min; active means well fitted inhibition curve with a large enough effect, not every such curve was filed as active; inactive means no such curve, though single readings can be large or run the other way; further: nearly all actives have a fitted effect of over 30% in size; many of its hits are not listed in these tables
Target sequence (P63096 whole entry, looked up): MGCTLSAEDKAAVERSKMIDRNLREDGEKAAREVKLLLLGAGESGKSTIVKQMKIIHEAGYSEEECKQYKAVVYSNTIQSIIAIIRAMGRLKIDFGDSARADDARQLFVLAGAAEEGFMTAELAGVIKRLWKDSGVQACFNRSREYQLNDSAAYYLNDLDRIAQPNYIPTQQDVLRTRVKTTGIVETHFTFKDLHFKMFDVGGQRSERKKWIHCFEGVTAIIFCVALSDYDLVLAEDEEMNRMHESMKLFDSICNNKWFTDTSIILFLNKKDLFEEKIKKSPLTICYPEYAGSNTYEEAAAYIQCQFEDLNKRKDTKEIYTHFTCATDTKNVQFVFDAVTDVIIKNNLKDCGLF
JMJD2E inh = blocks human JMJD2E demethylase activity; AID 2147; Potency, µM (titrated, usually from 57.1 µM), for the others: top-dose activity change, negative = inhibition, hits mostly inhibitors; B2RXH2; actives 1.6% (n = 230,000); JMJD2E catalytic domain, FDH-coupled NADH fluorescence (FDH is formaldehyde dehydrogenase); active means well fitted inhibition curve with a large enough effect, not every such curve was filed as active; inconclusive means small, poorly fitted or top-dose-only effect, or another doubt; inactive means no such curve, though single readings can be large or run the other way;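 further: 0% = wells with enzyme and -100% = buffer wells without enzyme; nearly all actives have a fitted effect of over 50% in size; many of its hits are not listed in these tables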
Target sequence (B2RXH2 1-337 limits assumed): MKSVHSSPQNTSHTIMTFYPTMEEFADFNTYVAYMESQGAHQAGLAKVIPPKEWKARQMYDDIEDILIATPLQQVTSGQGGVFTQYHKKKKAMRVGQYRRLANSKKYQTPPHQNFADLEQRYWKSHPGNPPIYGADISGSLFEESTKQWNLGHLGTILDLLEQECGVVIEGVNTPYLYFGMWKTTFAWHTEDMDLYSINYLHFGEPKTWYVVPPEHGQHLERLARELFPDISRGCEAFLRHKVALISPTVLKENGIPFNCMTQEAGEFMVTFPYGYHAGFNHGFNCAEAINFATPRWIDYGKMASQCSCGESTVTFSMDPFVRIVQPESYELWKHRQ
TRb SRC2 PPI = disrupts binding of human TR beta to SRC2; Potency, µM (highest dose often 106 µM), for inactives: at the highest dose activity change, negative = inhibition, actives largely listed as inhibitors; actives 0.065% (n = 280,000); TRbeta-SRC2 peptide binding, fluorescence polarization; receptor liganded with 1 µM T3;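 further: plate controls were bound peptide for no effect and peptide without receptor for full effect; nearly all actives have a fitted effect of over 50% in size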
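Quantitative HTS by FP: 0.6 uM TRb LBD, 20 nM labeled SRC2 20-mer, 1 uM T3, 5% DMSO; 5 hr ambient incubation; % activity per concentration and potencies from concentration series.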
L3MBTL1 inh = blocks human L3MBTL1. Potency, µM (doses to about 57.1 µM), for the others: top-dose activity, negative = inhibition, actives largely listed as inhibitors. AID 485360. actives 0.66% (n = 230,000). AlphaScreen L3MBTL1–H3K9me1 peptide binding. Q9Y468; further: nearly all actives have a fitted effect of over 60% in size
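Displacement of a biotinylated histone H3(1-15) peptide monomethylated at Lys9 (75 nM) from L3MBTL1 (50 nM) was measured by AlphaScreen after a 30 min room-temperature compound incubation; cefsulodin titration served as intraplate control.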
Tau ThT inhib = inhibitors of human tau fibril formation, thioflavin T binding; recombinant tau K18 P301L, heparin-induced fibrillization, ThT fluorescence; actives 2.1% (n = 270,000); Potency, µM (titrated, usually from 57.4 µM), inactives show at the top dose activity, negative = inhibition, usual class: inhibitors; P10636; further: nearly all actives have a fitted effect of over 55% in size
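Using a mix of unlabeled (15 uM) and Alexa 594-labeled (0.24 uM) tau K18 P301L, heparin-triggered fibrillization over 6 hr at 37 C was scored by ThT fluorescence.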
* = called active by the depositor; i = inactive; ? = inconclusive; . = no result given; & = joins results of further samples; [ ] = dose if it differs, or a comment. Unless noted, the call rests on the fitted dose curve; in most records, active means well fitted curve in the direction sought with a large enough effect; inconclusive means small, poorly fitted or top-dose-only effect, or another doubt; inactive means no such curve, though single readings can be large; an effect the other way counts as inactive or inconclusive. Unless noted, on the % scale 0 is the no-effect control and ±100 the full control effect; potency means the concentration at half of the fitted maximal effect.

SMILES	TR SRC2 fluor cs	Tau FP inhib	RECQ1 helicase	GoLoco inh red	JMJD2E inh	TRb SRC2 PPI	L3MBTL1 inh	Tau ThT inhib
O=C(c1ccc2c(=O)n(-c3ccccc3)c(=O)[nH]c2c1)N1CCN(c2ccc(F)cc2)CC1	2%	-5%	i	2%	-3%	-6%	8%	-3%
COc1ccc(N(C(=O)c2ccco2)S(=O)(=O)c2cc(OC)ccc2OC)cc1	1%	-2%	-14%	5%	-10%	4%	.	-4%
CCOC(=O)c1sc(NC(=O)c2cncc(Br)c2)nc1C	-4%	-15%	i	-2%	10%	-5%	1%	-5%
CCCC(=O)Nc1ccc2c(c1)nc(CN1CCN(C(=O)OCC)CC1)n2C(C)C	100µM*[quencher]	-6%	.	.	.	-13%	.	-6%
CCCN(CC(=O)Nc1ccc(F)c(F)c1F)CC(=O)Nc1c(Cl)cccc1Cl	1%	2%	-1%	.	2%	2%	1%	-1%
COc1ccc2nc(NC(=O)[C@@H]3CCCN3C(=O)c3cccs3)sc2c1	1%	7%	i	5%	-10%	-4%	2%	1%
O=C(c1ccccn1)N(CC1CCCO1)C1(C(=O)NC2CCCCC2)CCCCC1 (stereo unspecified)	4%	-4%	i	.	-3%	3%	5%	?
CCOC(=O)CSc1nc2ccccc2c(=O)n1NC(=O)c1ccccc1	2%	?	-5%	12%	0%	-18%	5%	-3%
CC[C@H](C)C(=O)O[C@@H]1C[C@H](C)C=C2C=C[C@H](C)[C@@H](CC[C@H]3C[C@@H](O)CC(=O)O3)[C@H]21	-3%[53 µM]	.	-6%[25.9 µM]	5%[21.6 µM]	5%[25.5 µM]	1%[53 µM]	.	.
COc1ccc(CCNC(=O)c2c(O)c3c([nH]c2=O)CCCC3)cc1	-2%	-8%	15%	-11%	-20%	5%	-1%	?
O=C(COc1ccccc1-c1ccccc1)NCCN1C(=O)S/C(=C\c2cccnc2)C1=O	-51%	?	-15%	7%	-1%	2%	-11%	?
C=CCC(C)(O)c1ccco1 (stereo unspecified)	-1%	?	i	-3%	-1%	0%	.	-5%
O=c1oc(-c2ccccc2)nc2c1C1(CCCCC1)Cc1ccccc1-2	-2%	-10%	-8%	-2%	-4%	2%	.	-10%
COC(=O)c1nc(NC2=NCCCCC2)n[nH]1	-2%	11%	-28%	-4%	16%	-13%	1%	-1%
CC1CCN(S(=O)(=O)c2cccc(C(=O)NNC(=O)c3ccco3)c2)CC1	-2%	1%	9%	1%	2%	0%	-11%	-4%
Cc1ccc(NC(=O)c2cc3c(=O)oc4ccc(C)cc4c3s2)nc1	0%	2%	4%	-2%	-11%	-1%	1%	-16%
CCOC(=O)c1cccc(NC(=O)c2cnc3sc(N4CCOCC4)nn3c2=O)c1	-1%	4%	.	.	.	-7%	.	-6%
COc1ccccc1N1CCN(c2ncnc3c2cnn3C)CC1	-3%	-11%	.	.	.	-9%	.	-2%
CCOc1ccc(C2CC(=O)c3c([nH]c(C(=O)OCCOc4ccccc4)c3C)C2)cc1 (stereo unspecified)	-1%	-9%	.	.	.	4%	.	-13%
Cc1ccc(-c2nc(C)c(CCNC(=O)C(=O)Nc3cc(C)ccc3C)s2)cc1	-1%	-10%	.	.	.	1%	.	?
Clc1nc(Cl)nc(N(c2ccccc2)c2ccccc2)n1	-1%	-3%	-1%	9%	-4%	10%	2%	5%
CCCCCC(=O)N1CCN(CCN=CC2=C(O)CC(c3ccco3)CC2=O)CC1 (stereo unspecified)	1%	-15%	i	4%	-2%	-1%	-1%	?
O=c1c2ccc([N+](=O)[O-])cc2ncn1CCOc1ccc(Cl)cc1	-4%	13%	14%	7%	0%	3%	0%	?
CC(=O)Nc1cccc(NC(=O)c2ccc([N+](=O)[O-])cc2Cl)c1	-7%	11%	-2%	-5%	-6%	-4%	-9%	-16%
CCOc1ccc(NC(=O)CSc2nc3c(oc4ccccc43)c(=O)n2CCOC)cc1	?	-13%	.	.	.	-5%	.	-1%
COc1cc(C2CC(=O)Nc3cc(C)c(C)cc32)cc(OC)c1OC (stereo unspecified)	0%	6%	-3%	13%	3%	6%	-2%	3%
COc1cccc(/C=C/C(=O)Nc2ccc3nc(N4CCN(C)CC4)cc(C)c3c2)c1OC	-12%	8%	.	.	.	-6%	.	5µM*
Cc1nn(-c2ccc3ccccc3c2)c(=O)c2ccccc12	-1%	-4%	0%	12%	-11%	1%	6%	-14%
Cc1ccc(C(=O)NC(=S)NCC2CCCO2)cc1[N+](=O)[O-] (stereo unspecified)	-4%	2%	-4%	8%	3%	0%	4%[11.4 µM]	-1%
O=C(CN1CCCCC1)Nc1ccccc1-c1ccccc1	-6%	-1%	2%	5%	-2%	-2%	.	-8%

Single values from the list:
Entry for CC1CCN(S(=O)(=O)c2cccc(C(=O)NNC(=O)c3ccco3)c2)CC1 in TR SRC2 fluor cs: -2%
Entry for O=c1oc(-c2ccccc2)nc2c1C1(CCCCC1)Cc1ccccc1-2 in JMJD2E inh: -4%

New compounds follow
SMILES	TR SRC2 fluor cs	Tau FP inhib	RECQ1 helicase	GoLoco inh red	JMJD2E inh	TRb SRC2 PPI	L3MBTL1 inh	Tau ThT inhib
COc1cc2c(cc1OC)C(/C=C/c1ccco1)=NCC2	4%	.	4%	13%	?	3%	.	.
COC(=O)CC1Oc2ccccc2-n2cc(-c3ccc(C)cc3)nc21 (stereo unspecified)	-7%	-8%	.	.	.	-2%	.	-8%
COc1cc(CNCCN2CCOCC2)ccc1OCc1ccc(Cl)cc1	4%	7%	i	9%	0%	-6%	.	-2%
O=C(Nc1cccc([N+](=O)[O-])c1)ONC1=NCCCCC1	0%	9%	-1%	-5%	4%	0%	.	.
Cc1cccc(C)c1Nc1c(-c2cccs2)nc2ncccn12	0%	3%	.	.	.	4%	.	?
Nc1nc(COc2ccccc2)cs1	0%	7%	-5%	7%	-8%	-5%	.	?
CN(C)c1nnnn1-c1ccc(Oc2ncc(C(F)(F)F)cc2Cl)cc1	-6%	6%	-2%	-2%	-3%	-9%	.	-11%
O=C(O)CSC1CC(=O)N(c2ccc(Cl)cc2)C1=O (stereo unspecified)	0%	0%	-3%	-2%	4%	3%	3%	-2%
Nc1ccc(S(=O)(=O)Nc2nccc(/C=C/c3ccc(Cl)cc3Cl)n2)cc1	-3%	?	i	9%	-4%	2%	8%	-6%
Cc1cc(C)n(-c2nnc(SCC(=O)NC3CCCC3)c3ccccc23)n1	-3%	-5%	-2%	-6%	-3%	-15%	8%	-7%
Cc1ccc([N+](=O)[O-])cc1NC(=O)c1ccc(-c2ccccc2)cc1	-4%	-3%	-1%	0%	0%	5%	3%	-14%
CS(=O)(=O)c1ccc(Cl)c(NC(=O)CCl)c1	-8%	-8%	5%	-4%	-2%	-8%	.	?
COCC(=O)Nc1ccc(C)c(Cl)c1	-6%	4%	i	12%	2%	1%	-13%[11.4 µM]	11%
COc1ccc(N=C2SC(C(=O)O)CC(=O)N2C)cc1 (stereo unspecified)	-1%	2%	13%	5%	-1%	-1%	?	12%
Cc1ccc(S(=O)(=O)N2CCC(C(=O)N[C@H](C(=O)N3CCN(C)CC3)C(C)C)CC2)cc1	-2%	-3%	-11%	1%	-2%	0%	3%	-10%
O=C(CSc1nc(SCC(=O)NCc2ccccc2)n(-c2ccccc2)n1)NCc1ccccc1	0%	-1%	-4%	-5%	3%	0%	.	-18%
COc1ccc(C2/C=C\CC(NC(=O)OCC3c4ccccc4-c4ccccc43)CC(=O)N2Cc2ccccc2F)cc1 (stereo unspecified)	0%[53 µM]	-11%	-5%	-3%	.	2%[53 µM]	-11%	-11%
COc1ccc(N2CC(O)(c3ccc(F)cc3)[N+]3=C2CCCC3)cc1 (stereo unspecified)	1%	6%	16%	4%	-4%	2%	11%	3%
Cc1ccc(/C=C2\CCOC2=O)cc1	-4%	1%	i	-11%	-7%	-9%	20%	-8%
CCOCC(=O)Nc1cc(C(=O)Nc2ccccc2)ccc1Cl	2%	-5%	0%	4%	6%	-5%	0%	-7%
COc1ccc(CC(=O)OCC(=O)Nc2cccc(Cl)c2)cc1	1%	-8%	-7%	4%	-4%	-8%	18%	-6%
Cc1ccccc1Cn1nc(C)c(NC(=O)c2cc(CC(C)C)on2)c1C	-2%&-8%	8%&-3%	-2%	1%	0%	6%&3%	3%	-3%&-9%
CC(=O)Nc1sc(NC(=O)c2ccc(Cl)cc2)nc1-c1cccs1	1%	0%	i	3%	2%	-4%	-2%	?
NC(N)=N/N=C/c1ccc(Cl)c([N+](=O)[O-])c1	-1%	-5%	-12%	2%	-1%	7%	.	?
CCC1CN(C(=O)N2CCC(C(=O)NCc3cc(OC)c(OC)c(OC)c3)CC2)c2ccccc2O1 (stereo unspecified)	-3%	0%	.	.	.	-7%	.	3%
CCN(CC)c1ccc(NC(=O)COC(=O)C23CCC(=O)N2c2ccccc2S3)cc1 (stereo unspecified)	-7%	?	11%	-10%	-29%	-4%	.	-11%
O=C(CN1C(=O)CC(c2ccccc2)=Nc2ccccc21)NCc1ccco1	1%	11%	10%	-10%	-6%	8%	-7%	-7%
CS(=O)(=O)N(Cc1cc2ccccc2[nH]c1=O)C1CCCCC1	0%	-7%	-2%	-1%	-12%	4%	-2%	-12%
Cc1oc2ncn(C)c(=O)c2c1C(=O)NCc1ccc(Cl)cc1	4%	-6%	.	.	.	-1%	.	-5%
N#CCc1nn(-c2ccccc2)c2ncnc(N)c12	-2%	-4%	i	0%	?	1%	1%	-5%
CN1CCC(=NNC(=O)CN(c2cccc(Br)c2)S(C)(=O)=O)CC1	-1%	-2%	i	0%	40%[activator]	-4%	.	-10%
CCC(=O)NCCn1c(C)cc2ccccc21	-2%	-1%	-15%	1%	-4%	1%	2%	-17%
Cn1c(=O)c2c(nc(N3CCOCC3)n2Cc2ccccc2Cl)n(C)c1=O	-3%	-3%	.	.	.	3%	.	-7%

Not all compounds are listed (hit frequency here may not be typical).
